HIF-2a block – blocks HIF-2a reporter activity; 786-0 RCC cells HIF-2a reporter, luciferase luminescence, overnight; 360,000 tested, 0.72% active; inhibition, % at 18.8 µM; AID 624352;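 active = inhibition of the luminescence signal of 40% or more relative to plate controls, in a single-dose primary screen at 18.75 µM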
C8 TRAIL sens – sensitizes caspase-8 expressing cells to TRAIL; NB7+C8 cells + TRAIL, ATPlite viability luminescence; inhibition (viability loss, TRAIL sensitization), % at 10 µM; 360,000 tested, 1% active;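 active = compounds causing at least 50% loss of cell viability in the single-dose screen, relative to plate controls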
NR2E3 ag-1 – human photoreceptor-specific nuclear receptor agonism; Q9Y5X4; CHO-S Gal4-NCOR/VP16-NR2E3 two-hybrid, luciferase; inhibition of corepressor binding, % at 3.98 µM; 360,000 tested, 0.35% active; AID 602229;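 active = inhibition above the mean of all tested compounds plus 3 SD, cut at about 70% in these data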;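 note: 0% = DMSO with NR2E3 transfected cells and 100% = cells lacking NR2E3 construct; higher means lower luciferase signal from less NR2E3 corepressor binding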
Target sequence (Q9Y5X4 whole entry, looked up, the tested form may be a part): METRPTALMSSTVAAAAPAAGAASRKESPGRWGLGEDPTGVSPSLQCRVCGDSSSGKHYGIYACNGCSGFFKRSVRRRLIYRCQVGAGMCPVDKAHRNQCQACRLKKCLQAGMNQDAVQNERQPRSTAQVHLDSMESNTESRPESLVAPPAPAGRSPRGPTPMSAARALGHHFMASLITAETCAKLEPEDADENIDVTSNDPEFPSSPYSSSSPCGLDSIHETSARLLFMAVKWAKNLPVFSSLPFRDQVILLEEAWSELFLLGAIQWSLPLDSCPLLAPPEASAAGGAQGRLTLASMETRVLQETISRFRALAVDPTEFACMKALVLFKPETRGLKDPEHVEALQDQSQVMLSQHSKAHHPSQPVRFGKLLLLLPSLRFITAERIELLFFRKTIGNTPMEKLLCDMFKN
Peg3 prom inh – inhibitors of Peg3 promoter; HeLa PEG-Prom luciferase reporter, luminescence, overnight; inhibition, % at 20 µM; 360,000 tested, 1.7% active; AID 588405;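 active = inhibition of at least 50% at 20 µM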
KKLEB tox – counter-screen for CF NF-kB inhibitors: cytotoxicity; KKLEB CF airway cells viability, ATPlite luminescence, overnight; stronger effect = lower value; cells stimulated with P. aeruginosa culture filtrate; activity change (cytotoxicity), % at 5 µM; 360,000 tested, 0.36% active; AID 602141;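 active = corrected activity change at or below -50% at 5 µM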
Shn3 3UTR inh – inhibitors of Schnurri-3 3'UTR reporter in osteoblasts; 360,000 tested, 0.52% active; Clone20 osteoblast Shn3 3'UTR firefly luciferase, 24 h; AID 588674; inhibition, % at 12.5 µM;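 active = mean inhibition of at least 75% with every replicate also reaching 75%; inconclusive = mean inhibition at least 75% but some replicate below; inactive = mean inhibition below 75%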;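 note: 0% = median of neutral control wells and 100% = pilot-screen positive control compound; some compounds past the cut are filed as inactive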
CF NFkB block – cystic fibrosis NF-kB activation inhibition. AID 588850. 360,000 tested, 0.86% active. inhibition, % at 5 µM. KKLEB NF-kB-GFP reporter, PAF-induced, GFP fluorescence overnight;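 active = at least 50% inhibition at 5 µM, scaled per plate between neutral and stimulator controls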;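 note: PAF is a Pseudomonas aeruginosa culture filtrate used as stimulus; plate controls were PAF-stimulated DMSO wells for no effect and unstimulated DMSO wells for full effect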
MITF TRPM1 inh – MITF TRPM1 promoter inhibition in SK-MEL-5 cells; 330,000 tested, 0.83% active; SK-MEL-5 TRPM1 promoter luciferase, 24 h; inhibition, % at 12.5 µM;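 active = mean inhibition across replicates of 60% or more, whatever share of single replicates reaches that level; inconclusive = some that reach 60%, reason not given; inactive = mean inhibition across replicates below 60%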; note: values of inactives mirror those of a sister screen read the other way
LMP1 NFkB inh – inhibitors of Epstein-Barr LMP1-induced NF-kappaB reporter; LMP1-induced NF-kappaB luciferase reporter cells, luminescence; inhibition, % at 12.5 µM; 350,000 tested, 0.69% active; AID 504558; in the data active = inhibition above about 41%; inconclusive = no clear call, values can overlap the other calls;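 note: 0% = neutral control wells and 100% = reference inhibitor control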
iPSC survival up – increases survival of single human iPS cells; hiPSC single-cell survival, ATPlite luminescence; 100% = ROCK inhibitor wells, 0% = DMSO; survival enhancement, % at 20 µM; 360,000 tested, 0.044% active; in the data active = survival enhancement above about 18%;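 note: cells exposed to compounds for 16 hours before the ATP read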
NR2E3 ag-2 – agonists of human nuclear receptor NR2E3 | Q9Y5X4 | GST-NR2E3/biotin-RetCOR TR-FRET, 1536-well | inhibition of corepressor binding, % at 4.78 µM | 320,000 tested, 0.12% active | AID 2300;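 active = percent inhibition above the cutoff of mean plus 3 SD of all tested compounds, set per screening campaign, cut at about 20% in these data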;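 note: 0% = DMSO wells and 100% = biotin wells as full block of FRET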
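Material: NR2E3–RetCOR corepressor complex | Quantity: 1.35 nM GST-tagged NR2E3 final | Schedule: 5 h at 4 °C | Replication: Singlicate compound wells | Reagent: RetCOR corepressor, biotinylated, 7 nM | Controls: Biotin wells as high control, 0.6% DMSO wells as low control | Signal: TR-FRET, Eu(K)-anti-GST donor, streptavidin-D2 acceptor, ex 340, em 617/671 nm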
* hit, by the source's call; ? = inconclusive; · = no result given. Not all compounds are listed (hit frequency here may not be typical).

The line under a structure holds: HIF-2a block | C8 TRAIL sens | NR2E3 ag-1 | Peg3 prom inh | KKLEB tox | Shn3 3UTR inh | CF NFkB block | MITF TRPM1 inh | LMP1 NFkB inh | iPSC survival up | NR2E3 ag-2
- C=CCN(CC(=O)NC1CCS(=O)(=O)C1)S(=O)(=O)c1ccccc1C(F)(F)F (stereo not given)
 : 8 | -5 | -23 | 20 | 14 | -1 | -2 | -4 | 2 | -0.4 | -2
- Cc1ccc(-c2csc(N(Cc3ccco3)C(=O)c3cccs3)n2)cc1
 : -51 | 9 | -32 | -25 | -14 | 9 | 10 | -2 | -1 | 5.2 | 4
- O=C(NC1CC1)C1CCN(C2CCN(C(=O)c3ccc4cccc(F)c4n3)CC2)CC1
 : 8 | 0 | -13 | 8 | 9 | -11 | -6 | -2 | -7 | -0.7 | 3
- CC(C)(C)OC(=O)N(CCc1ccccc1)Cc1ccccc1OCc1cccc(NC(=O)C2CCC2)c1
 : -1 | 22 | -23 | 6 | 15 | 40 | -53 | -4 | -4 | -1.2 | ·
- CCc1c(C)sc(NC(NC(C)=O)(C(=O)OC)C(F)(F)F)c1C#N (stereo not given)
 : 8 | -6 | 0 | 12 | -9 | -3 | -2 | -1 | -6 | 2.4 | -2
- CCOC(=O)C1=C(C)NC2=C(C(=O)CC(C)(C)C2)C1c1coc2ccccc2c1=O (stereo not given)
 : 8 | 11 | -12 | 14 | 8 | -11 | 8 | 13 | 2 | -0.1 | 0
- COc1ccc(NC2CCCN(C(=O)c3ccncc3)C2)cc1 (stereo not given)
 : 2 | -1 | 18 | 8 | 2 | -27 | -4 | 3 | 4 | 1.5 | 1
- Cc1ccc([C@@H]2C[C@H]3[C@@H](CN2S(=O)(=O)c2ccc(Cl)cc2)C(=O)C[C@@H](c2ccc(Cl)cc2)N3S(=O)(=O)c2ccccc2C)cc1
 : 8 | 11 | -13 | 1 | 2 | -10 | 4 | · | -3 | 1.8 | ·
- O=C(O)c1nn(-c2ccccc2)ccc1=O
 : 7 | 9 | 0 | 8 | 6 | -3 | -18 | -2 | -6 | -1.2 | 1
- Cc1ccc(/C=C/C(=O)OCC(=O)NCCN2C(=O)CSC2=O)o1
 : 7 | -3 | 7 | 8 | 0 | -5 | -20 | 2 | -1 | 0.1 | 4
- COc1cccc(CNc2nc(NCc3ccccc3)nc3ccsc23)c1
 : 6 | 16 | 60 | 64* | -9 | 51 | 20 | · | · | -4.1 | ·
- O=C(c1cccs1)N1C[C@@H](O)[C@H](n2cc(C3CC3)nn2)C[C@@H]1c1ccc(Cl)cc1
 : 6 | 9 | -26 | 0 | 3 | -1 | 4 | · | 3 | 0.3 | ·
- O=C1CCC(C(=O)Nc2ccccc2)N1 (stereo not given)
 : 3 | 5 | -27 | 4 | -2 | -9 | 5 | 8 | -2 | -3.3 | 5
- CN1CCC(NCCC(c2ccc(F)cc2)c2ccc(Cl)cc2)CC1 (stereo not given)
 : 2 | 28 | 4 | 94* | -4 | -15 | 8 | 80* | -63 | -0.5 | ·
- Cc1c(Cl)cccc1NC(=S)NN1CCOCC1
 : 3 | -10 | -3 | 8 | 7 | -25 | 1 | -2 | 1 | -3.0 | -1
- Cc1ccc(C(=O)NCC(c2ccc(F)cc2)N2CCOCC2)s1 (stereo not given)
 : -8 | -7 | -33 | -4 | -4 | -5 | 0 | -11 | 6 | 4.6 | ·
- Cc1cc(C(=O)COC(=O)c2ccc(NC(=O)CC#N)cc2)c(C)n1C1CC1
 : -182 | 13 | 2 | -361 | 15 | -44 | 1 | -48 | -28 | -0.4 | ·
- Cc1nnc(C)n1/N=C/c1cccc([N+](=O)[O-])c1
 : 5 | -2 | 6 | 3 | 4 | -2 | -6 | -10 | 3 | 1.8 | 3
- CC(NC(=O)c1ccc(OC2CCN(C(=O)c3cccnc3)CC2)cc1)C1CC1 (stereo not given)
 : 7 | -3 | -16 | 2 | 7 | 5 | -2 | -1 | 0 | 0.2 | -5
- CCOC(=O)N1CCN(CC(=O)Nc2ccc(C)cc2)CC1
 : -13 | 5 | -14 | -54 | 11 | -6 | -1 | 1 | -10 | -3.2 | 3
- CC(C)CC(=O)NS(=O)(=O)c1ccc(NS(C)(=O)=O)cc1
 : 6 | -3 | -14 | 18 | -10 | -10 | 20 | -16 | 3 | -0.4 | -2
- CCOc1ccc(N2CC(C(=O)NCc3ccccn3)CC2=O)cc1 (stereo not given)
 : 3 | -12 | -26 | -13 | -2 | 9 | -3 | -5 | -5 | -0.4 | 2
- Cc1cccc(NC(=O)N2CCCC(CNC(=O)c3ccccc3Cl)C2)c1C (stereo not given)
 : -6 | -16 | -26 | 1 | 2 | 14 | -29 | -17 | 2 | -0.4 | 1
- CC(=O)c1ccc(N2CCN(C(=S)Nc3ccc(Cl)c(Cl)c3)CC2)cc1
 : -3 | -5 | -33 | 3 | -6 | 22 | -4 | 3 | -11 | 1.1 | 4
- Cc1cccn2c(=O)nc(SCC(=O)NCc3ccc(F)cc3)nc12
 : 0 | 10 | -19 | 15 | 15 | 6 | -32 | -4 | 8 | -0.3 | -1
- CCN(CC)S(=O)(=O)c1ccc(N2CCOCC2)c(NC(=O)CNCCc2ccccc2)c1
 : 12 | -4 | 20 | 17 | -5 | 1 | 10 | -5 | -1 | -0.5 | 0
- CC(=O)N1c2ccccc2C2(C)C(C1(C)C)C2(Cl)Cl (stereo not given)
 : 17 | -15 | -39 | -5 | 0 | 26 | 12 | -5 | -2 | -0.3 | 3
- O=C(NCc1ccc(F)cc1)c1ccc(N2CCc3ccccc32)c([N+](=O)[O-])c1
 : 11 | 7 | -8 | 21 | 2 | 22 | -24 | 17 | 10 | -0.5 | 0
- COc1ccc([C@@H]2CC=C(C(=O)O)[C@H](c3ccc(Cl)cc3)N2S(=O)(=O)c2ccc(C)cc2)cc1OC
 : 3 | 0 | -1 | -28 | -11 | 7 | 19 | -11 | 3 | -1.4 | 1
- O=C(c1cccc(C(=O)N2CCN(c3ccccc3F)CC2)n1)N1CCN(c2ccccc2F)CC1
 : 12 | 3 | -4 | 14 | -7 | 2 | 0 | 2 | 8 | 0.9 | 1

Printed as active in MITF TRPM1 inh (from the list above):
Structure | HIF-2a block | NR2E3 ag-1 | Peg3 prom inh | Shn3 3UTR inh | CF NFkB block | MITF TRPM1 inh | LMP1 NFkB inh | NR2E3 ag-2
CN1CCC(NCCC(c2ccc(F)cc2)c2ccc(Cl)cc2)CC1 (stereo not given) | 2 | 4 | 94* | -15 | 8 | 80* | -63 | ·

Continued:
The line under a structure holds: HIF-2a block | C8 TRAIL sens | NR2E3 ag-1 | Peg3 prom inh | KKLEB tox | Shn3 3UTR inh | CF NFkB block | MITF TRPM1 inh | LMP1 NFkB inh | iPSC survival up | NR2E3 ag-2
- CCOC(=O)c1c(CC(C)C)csc1NC(=O)COC(=O)c1ccc(O)cc1
 : -10 | 9 | 7 | -3 | 3 | 13 | 44 | 2 | 1 | -0.4 | ·
- S=C(NC1CCCC1)N1CCN(c2ncccn2)CC1
 : 5 | -3 | -8 | 4 | 0 | -4 | -4 | -4 | 2 | 1.9 | -2
- O=C(NC1CCN(S(=O)(=O)c2ccccc2F)CC1)c1ccco1
 : -3 | -1 | 3 | 15 | -6 | -7 | 10 | 10 | -7 | -0.4 | 3
- CCOc1ccc2nc(SCC(=O)N3CCN(C(=O)c4ccco4)CC3)sc2c1
 : -5 | -1 | 6 | -2 | -7 | -6 | 2 | -9 | -5 | -1.0 | -2
- Cc1ccccc1N(CC(=O)NC1CCCCC1)C(=O)CCCC(=O)Nc1ccccn1
 : 12 | 19 | -17 | -2 | -22 | -8 | 0 | 2 | 5 | -0.4 | 6
- N#CCC(=N)N1CCN(c2ccc(Cl)cc2)CC1
 : -18 | -18 | -6 | -6 | 2 | 7 | -10 | -2 | -2 | -1.0 | 0
- COCCNC(=S)NCCCNc1nc2cc3c(cc2cc1C#N)OCO3
 : -36 | -12 | -22 | -4 | -3 | -6 | -2 | 15 | 4 | -1.1 | 2
- CCN(CC)C(=O)Cn1c(C)c(/C=C/c2cc[n+](C)cc2)c2ccccc21
 : 19 | -1 | 4 | 3 | 6 | -9 | -17 | -14 | 2 | -0.7 | -1
- O=C(CSc1nnc(-c2ccco2)o1)Nc1c(F)cccc1F
 : 2 | 0 | -26 | 7 | 1 | 16 | 8 | -8 | -6 | -0.1 | 2
- COc1ccc(-c2c(C#CC(C)(C)O)c3ccccc3n2C)cc1
 : -15 | 6 | -41 | 5 | 1 | 14 | -26 | 16 | 15 | 0.8 | ·
- CC(=O)NC(Cc1c[nH]c2ccccc12)C(=O)NCCc1ccccn1 (stereo not given)
 : 19 | 14 | -27 | -4 | 2 | 7 | -10 | 5 | -3 | -0.6 | 0
- Cn1c(O)c(/C=N/NC(=O)c2cc3ccccc3cc2O)c2ccccc21
 : -258 | 7 | -49 | -65 | -15 | -23 | 12 | -67 | -5 | 0.2 | 2
- Cc1ccccc1CS(=O)(=O)c1nnc([C@H](CC(C)C)NC(=O)OC(C)(C)C)o1
 : 69* | 6 | -7 | 96* | -2 | ? | 49 | 84* | 4 | -1.3 | 3
- COc1ccccc1N(C(=O)c1ccco1)C(C(=O)NC1CCCC1)c1cccnc1 (stereo not given)
 : 16 | -6 | -7 | 17 | -8 | 4 | 1 | -1 | -2 | 0.0 | 4
- COc1ccc(NC(=S)NC2CC3CCC(C2)N3Cc2ccco2)cc1 (stereo not given)
 : 8 | -8 | 11 | 7 | -2 | -3 | -9 | -8 | 4 | -0.2 | 5
- CCN(C(=O)[C@@H]1CCCN1C(=O)c1cccs1)c1nc2cc(Cl)ccc2s1
 : -50 | 4 | -9 | -48 | 5 | 23 | -5 | -4 | -12 | -1.2 | 0
- O=C(COC(=O)C1=COCCO1)NC1CCCCCCC1
 : -79 | -5 | 5 | -49 | -18 | -11 | -13 | 6 | 5 | -0.7 | 0
- Cc1ccc(-c2nc3sc(C#N)c(N)n3c(=O)c2C#N)cc1
 : -41 | -11 | -38 | -37 | 9 | -17 | 2 | -6 | -7 | -2.0 | 0
- COc1ccc(C(C)=O)cc1COc1cccc2cccnc12
 : -6 | -1 | 0 | -4 | 7 | 13 | -42 | -4 | -1 | -0.5 | -2
- COc1ccc(C(=O)NC2=NCCS2)cc1S(=O)(=O)N1CCOCC1
 : 4 | -2 | -29 | 17 | 0 | 10 | -11 | · | -1 | 1.4 | ·
- CCOC(=O)C1CCN(S(=O)(=O)c2cccc(-c3cn4ccccc4n3)c2)CC1
 : -25 | 3 | 22 | -3 | -10 | 20 | -1 | -5 | -10 | -0.6 | 0
- O=c1[nH]nc(CNc2ccc(O)cc2)c2ccccc12
 : 1 | -13 | -3 | 1 | -6 | -4 | 6 | -11 | 1 | -0.5 | 4
- C=CCNC(=O)C12CC3CC(C1)CC(C(=O)NCC=C)(C3)C2
 : 10 | -17 | -10 | 4 | -17 | -5 | 4 | 11 | 8 | 3.7 | -1
